# UDG counterscr – blocks uracil-DNA glycosylase in AID counter-screen; 0.14% of 91,000 active; Potency, µM (series often up to 115 µM), for the others: at the top dose activity change, negative = inhibition, usual class: inhibitors; AID 1347430; FRET deamination/UDG coupled assay, UDG read, 4 h; further: nearly all actives have a fitted effect of over 65% in size
# AID inh – blocks human AID cytidine deaminase activity. Potency, µM (highest dose often 115 µM), without a hit: at the top dose activity change, negative = inhibition, most hits filed as inhibitors. 0.32% of 91,000 active. AID deamination FRET fluorescence, UDG-coupled, 4 h; further: nearly all actives have a fitted effect of over 25% in size
# Target sequence (Q9GZX7 whole entry, looked up): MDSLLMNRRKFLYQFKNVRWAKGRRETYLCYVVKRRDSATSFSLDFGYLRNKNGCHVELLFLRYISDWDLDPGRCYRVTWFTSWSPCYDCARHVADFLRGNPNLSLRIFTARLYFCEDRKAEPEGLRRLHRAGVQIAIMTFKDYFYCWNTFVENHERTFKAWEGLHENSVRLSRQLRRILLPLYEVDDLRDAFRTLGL
# The depositor's hits bear a star; ? = inconclusive; & = joins results of further samples; [ ] = dose if it differs, or a comment. The call rests on the fitted dose curve; in most records, active means well fitted curve in the direction sought with a large enough effect; inconclusive means small, poorly fitted or top-dose-only effect, or another doubt; inactive means no such curve, though single readings can be large; an effect the other way counts as inactive or inconclusive. On the % scale 0 is the no-effect control and ±100 the full control effect; potency means the concentration at half of the fitted maximal effect. These rows are one share of the data. The share of hits here may be higher or lower than overall.
smiles	UDG counterscr	AID inh
CC(NC(=O)c1nn(-c2ccccc2)c(=O)c2ccccc12)C1CC1 (configuration not stated)	1%	-2%
Cc1oc(-c2cccs2)nc1CC(=O)NCC1CCCO1 (configuration not stated)	3%	3%
Cc1cc(C)nc(-n2nc(C)c3c2N(Cc2ccccc2)C(=O)CC3c2ccc(Cl)cc2)n1 (configuration not stated)	-2%	-18%
Cn1nc(C(=O)Nc2ccc(Br)cc2F)c2ccccc2c1=O	-2%	-3%
O=C(O)/C=C(/CC(=O)O)C(=O)O	-7%	0%
COC(=O)CC(NC(=O)c1cccc(CS(C)(=O)=O)c1)c1ccc(F)cc1 (configuration not stated)	1%	4%
Cc1ccccc1NC(=O)C(C#N)=C1CCC(C(C)(C)C)CC1 (configuration not stated)	-2%	5%
Cc1ccc(Cl)cc1N1CCN(S(=O)(=O)c2ccc3[nH]c4c(c3c2)CCCCC4)CC1	-18%	-14%
CCC1CSC(Nc2cccc(C)c2)=N1 (configuration not stated)	1%	1%
COc1cccc(CNC(=O)c2ccc3nc(N4CCCCC4)sc3c2)c1OC	3%	8%
CCS(=O)(=O)c1ncc(N(Cc2ccco2)Cc2sccc2C)c(C(=O)Nc2ccc(C)cc2C)n1	-8%	-16%
COc1cccc(NC(=O)Cn2c(=O)n(Cc3ccc(F)cc3)c(=O)c3sc4ccccc4c32)c1	-8%	-3%
CCOc1ccc(NC(=O)CN(c2ccccc2OCC)S(=O)(=O)c2ccccc2)cc1	-9%[57.5 µM]	?
O=C(Nc1ccccc1C(=O)OCc1cc(=O)n2ccsc2n1)c1cccc(F)c1	-2%	0%
CC(=O)N1CCC(N(C(=O)Nc2ccc(C)c(F)c2)C(C)C)CC1	-11%	-13%

# Compound profiles, from the list above. Order of screens: UDG counterscr	AID inh
# CCS(=O)(=O)c1ncc(N(Cc2ccco2)Cc2sccc2C)c(C(=O)Nc2ccc(C)cc2C)n1 is listed with -8%	-16%
# CC(NC(=O)c1nn(-c2ccccc2)c(=O)c2ccccc12)C1CC1 (configuration not stated) is listed with 1%	-2%
# CC(=O)N1CCC(N(C(=O)Nc2ccc(C)c(F)c2)C(C)C)CC1 is listed with -11%	-13%
# COc1cccc(CNC(=O)c2ccc3nc(N4CCCCC4)sc3c2)c1OC is listed with 3%	8%
# O=C(O)/C=C(/CC(=O)O)C(=O)O is listed with -7%	0%

# (cont.)
smiles	UDG counterscr	AID inh
O=C(Cn1cccc1C(=O)c1ccccc1)NCc1ccccc1Cl	-4%	7%
Cc1ccc(Nc2ccc3cc(S(=O)(=O)N4CCC(C)CC4)ccc3n2)c(Cl)c1	-4%	-7%
O=C(CSc1ncnc2sc3c(c12)CCCC3)Nc1ccc(Cl)cn1	-12%	-9%
COc1ccc(C(=O)NCC(c2cccnc2)N2CCN(c3ccc(F)cc3)CC2)cc1 (configuration not stated)	1%	-3%
CC(=O)c1c(C)[nH]c(-c2csc(NCC(C)C)n2)c1C	37%[activator]	26%
Cc1cccc(C(=O)NCC(=O)OCc2cc(=O)n3nc(C4CCCCC4)sc3n2)c1	1%	?
O=C(Nc1cccc(O)c1)c1cc(-c2ccccc2F)no1	3%	-5%
CCC(=O)N1c2nc(-c3ccco3)nn2C2(CCCCC2)[C@@H]2CCCC[C@@H]21	-5%[57.5 µM]	?
COc1cc2c(c(OC)c1OC)-c1ccc(NCCO)c(=O)cc1[C@@H](NC(C)=O)CC2	11%	0%
N#CC(C(=O)/C=C/c1ccccc1)C(=O)NC1CCCCC1 (configuration not stated)	-3%	-18%
COC(=O)c1cccc(S(=O)(=O)Oc2ccc3c(C)cc(=O)oc3c2C(C)=O)c1	-7%	-12%
CC(C)C(C)NC(=O)CCC1CCCO1 (configuration not stated)	3%	-3%
COc1ccc(F)cc1S(=O)(=O)NCCc1sc2nc(-c3ccc(F)cc3)nn2c1C	-2%	9%
CN(C)CCNC(=O)CCCNc1nc(Cl)nc2nc[nH]c12	10%	-9%
Cc1ccc(C2CC(=O)C3=C(C2)OC(N)=C(C#N)C3c2ccccc2Cl)cc1 (configuration not stated)	4%	-9%
COc1cc2ccccc2cc1C(=O)Nc1ccc2oc(-c3cccc(C)c3)nc2c1	-13%	26%
CCOC(=O)c1c(S(=O)(=O)N2CCC(C(=O)NCc3ccc(F)cc3)CC2)c(C)n(C)c1C	-7%	-2%
O=C(Nc1cc(C(F)(F)F)ccc1Cl)c1cc(-c2cccs2)nc2ccccc12	-7%	16%
O=C(O)c1cc(-c2cccnc2)nc2cc(N3CCOCC3)ccc12	-11%	52%[activator]
COc1ccc(-c2[nH]nc3nc(-c4cc(Br)ccc4OC)cc(C(=O)O)c23)cc1	-1%	-25%
O=C(c1ccc(OCCCc2cnc[nH]2)cc1)C1CC1	-6%	-12%
CC1(C)CC(=O)C(C(C2=C(O)CC(C)(C)CC2=O)c2cc(Cl)cc(Cl)c2O)C(=O)C1 (configuration not stated)	-4%	-5%
CCN(CC)C(=O)Cn1c(=O)cc(C)c2c(C)nn(-c3cccc(Cl)c3C)c21	34%[activator]	-18%
CCOc1ccc(N(CC)C(=O)c2cc3c(s2)-c2ccccc2OC3)cc1	-28%	?
Cc1ccc(OCc2nc(C#N)c(NCCN3CCOCC3)o2)cc1	6%	6%
CC(C)(C)OC(=O)COc1ccc2c(-c3cc4ccccc4oc3=O)cc(=O)oc2c1	1%	-3%
CC(c1cc2ccccc2o1)N(C)Cc1nc(-c2ccc(C(F)(F)F)cc2)no1 (configuration not stated)	-7%	-6%
CCn1nc(C)c(CCN(C)C(=O)Nc2cc(Cl)c(OC)cc2OC)c1C	22%	-2%
Cc1cc(O)c2c(CN3CCN(CCO)CC3)cc(=O)oc2c1	-15%	-4%
O=C(COCc1cc(-c2cccs2)on1)Nc1cccc(O)c1	13%	6%
CCc1cc2c(CSc3nc(C)cc(C)c3C#N)cc(=O)oc2cc1O	4%	-6%
CC(C)OCCCNC(=O)c1ccc2c(c1)N(Cc1c(F)cccc1Cl)C(=O)c1ccccc1S2	-22%	?
CC(C)NC(=O)C1CCN(C(=O)N2CCOc3ccc(Cl)cc32)CC1	12%	6%
CCN(CC)CCNC(=O)c1ccc(-n2c(-c3ccccc3)cc3c2CCCC3)cc1	8%[57.5 µM]	8%
COc1ccc(-c2nc(SCC(=O)Nc3ccc4c(c3)OCCO4)c(-c3ccc(C)cc3)[nH]2)cc1OC	1%	1%
Cc1ccc(C)c(C(=O)c2ccccc2C(=O)N(C)Cc2cccs2)c1	0%	-15%
Cc1cccc(C(=O)NCC(=O)OCc2cc(=O)n3nc(C4CC4)sc3n2)c1	2%	186%[activator]
O=C(CN1C(=O)COc2ccc(S(=O)(=O)N3CCCCCC3)cc21)NCc1ccc(F)cc1	6%	-17%
CCc1ccc(OC(=O)c2ccccc2Br)cc1	7%	5%
CCOC(=O)c1cccc(NC(=O)CCS(=O)(=O)c2ccc3c(c2)CC(=O)N3C)c1	?	15%
COc1ccc(-n2ccnc(NCCc3ccccc3)c2=O)cc1OC	18%	2%
CCOC(=O)Cn1c(=O)c2c3c(sc2n(CCN(C)C)c1=O)CCC(C)C3 (configuration not stated)	-4%	-12%
NC(=O)c1cccc(CSc2ncc(C(F)(F)F)cc2Cl)c1	-9%	-11%
CC1(c2ccc(Cl)cc2)CC(C)(C)N(C(=O)c2ccccc2)c2ccccc21 (configuration not stated)	0%	-3%
COc1ccc(CNC(=O)CSc2nc3ccccc3nc2Cc2ccccc2OC)cc1	-1%	17%
CCCN(CC(=O)Nc1ccc(S(=O)(=O)N2CCCCC2)cc1)Cc1nnc(-c2ccco2)o1	-3%	-16%
CC(NCc1ccccc1Cl)C(=O)Nc1ccc(C(C)(C)C)cc1 (configuration not stated)	-8%	-9%
Cc1oc2c(c1C(=O)Nc1ccccc1Br)C1=NCCN1C=N2	-14%	-15%
CC(C)(C)c1ccc(CCC(=O)NC(C(N)=O)c2ccccc2)cc1 (configuration not stated)	1%	0%
O=C(c1ccc(F)c(F)c1)N(Cc1ccco1)C1CC1	8%	-2%
N#Cc1ccccc1NC(=O)CCc1ccsc1	2%	11%
CCOc1ccc(/C=C/c2nc(C#N)c(N3CCN(c4ccc(OC)cc4)CC3)o2)cc1	-9%	0%
CCCNC(=O)c1cccc(CNCc2cccnc2)c1	-9%	-4%
Nc1nccnc1C(=O)NCCCc1nc2ccccc2[nH]1	6%	-6%
CCOc1cc(COC(=O)c2ccc(S(=O)(=O)N3CCCC3)cc2)ccc1OC(F)F	9%	1%
Cc1cc(C)cc(NC(=O)CSc2oc(-c3ccco3)nc2S(=O)(=O)c2ccccc2)c1	-13%	7%
O=C(NCCc1ccccc1)c1c2c(nc3ccccc13)C(=O)N(C1CCCCC1)C2	-29%	0%
Cc1oc2ncn(CC(C)C)c(=O)c2c1C(=O)NCCCN1CCC(C)CC1	?	49%[activator]
CCOC(=O)COc1ccc(-c2nnn(CC(=O)Nc3ccccc3)n2)cc1	21%	3%
Cc1cccc(CSc2ccc3nnc(CCNS(=O)(=O)c4ccccc4)n3n2)c1	-14%	?

# Remaining list, next part.
smiles	UDG counterscr	AID inh
N#Cc1ccccc1CSCCNC(=O)NCc1ccc(CN2CCCC2)cc1	1%	-13%
Cc1cccc(C)c1NC(=O)Cn1c(=O)n(Cc2ccc(C(=O)NCc3ccco3)cc2)c(=O)c2sccc21	-13%	?
Cc1nc2ccccc2c(C)c1CC(=O)NCCc1c[nH]c2ccccc12	-7%	-7%
CCOC(=O)c1oc2cc(OCC)ccc2c(=O)c1-c1ccc(Br)cc1	8%	3%
CN(C)CCNc1nc2c(c(=O)[nH]c(=O)n2C)n1Cc1cccc2ccccc12	2%	3%
O=C(CCS(=O)(=O)c1cc(Br)cc2c1N(C(=O)C1CC1)CC2)Nc1ccc(F)cc1	7%	7%
CCN(CC)S(=O)(=O)c1ccc(NS(=O)(=O)c2ccccc2C#N)cc1	5%	3%
O=C1OC(C(=O)Nc2cc(C(F)(F)F)ccc2Cl)Cc2ccccc21 (configuration not stated)	-14%	-3%
CCOc1ccc(NC(=O)C2Cc3ccccc3N2C(=O)c2ccccc2)cc1 (configuration not stated)	19%	-7%
O=C(OCC(=O)N1CCCC1)c1c[nH]c2ccccc12	?	-15%
Cc1ccc(CCNC(=O)CCn2nc(-c3ccc(C)cc3)ccc2=O)cc1	?	-14%
Cc1ccc(S(=O)(=O)c2nnn3c2nc(NCc2ccccc2Cl)c2sccc23)cc1	-1%&25%	-6%&-4%
CCOc1ccc(NS(=O)(=O)c2ccc3[nH]c4c(c3c2)CCCCC4)cc1	1%[57.5 µM]	20%[57.5 µM]
Cc1ccc(S(=O)(=O)NCCc2sc3nc(-c4ccccc4)nn3c2C)cc1C	2%	-11%
Cc1ccc(NC(=O)CCCn2c(=O)c3cccn3c3cccnc32)cc1C	10%	1%
NS(=O)(=O)c1ccc(CCNC(=O)Cn2c(-c3cccs3)cc3ccccc32)cc1	14%	28%
CC(NC1CC1)c1ccc2ccccc2c1 (configuration not stated)	5%	1%
CCOc1ccc(Nc2nc(N)c(C(=O)c3ccccc3Cl)s2)cc1	-7%	-2%
Cc1cc(C(=O)COc2ncnc3ccccc23)c(C)n1CC(F)(F)F	5%	1%
Cc1oc2cc(OCc3ccc(F)cc3)ccc2c(=O)c1Oc1ccccc1	2%	-7%
CC1=C(C(=O)Nc2cccc(C(=O)N3CCN(c4ccccc4)CC3)c2)SCCO1	7%	5%
O=C(O)CCC(=O)C(CC(=O)O)CC(=O)O	-9%	-3%
O=C(CSc1nc2ncccc2c(=O)n1-c1ccccc1)NC1CCCCCC1	11%	-2%
N#Cc1nc(Cc2ccccc2)oc1N1CCC(Cc2ccccc2)CC1	-4%	-2%
COc1cc(NS(=O)(=O)c2cc3c(cc2C)N(C)CCO3)cc(OC)c1OC	12%	1%
COCCc1nn2c(=O)cc(COC(=O)C(c3ccccc3)c3ccccc3)nc2s1	0%	-29%
CC1(C)CC(=O)C2=C(C1)Nc1[nH]n(-c3ccccc3)c(=O)c1C2c1ccc(F)cc1 (configuration not stated)	0%	48%[activator]
CCC(C)NC(=O)CSc1nnc(-c2ccc(C)cc2)c(-c2ccc(C)cc2)n1 (configuration not stated)	11%	0%
O=C(Cc1ccc(Cl)cc1)NCc1coc(-c2cccs2)n1	0%	-4%
NC(=O)C(Sc1ccccc1F)c1ccccc1 (configuration not stated)	1%	-3%
COc1cc2c(-c3ccccc3O)nc3c(c(C)nn3-c3ccccc3)c2cc1OC	-14%	18%
Cc1ccc(C(=O)Nc2c(N3CCCC3)c3ccccc3oc2=O)cc1	-2%	-1%
COc1ccc(/C=N/O)cc1O	-2%	-3%
CCOC(=O)CNC(=O)C(F)(F)C(F)(F)C(F)(F)C(F)(F)C(=O)NCC(=O)OCC	3%	3%
CC12CCC(C/C1=N\NC(=O)c1ccccc1)C2(C)C (configuration not stated)	-6%	-2%
CCNC(=O)NC(=O)C(C)OC(=O)c1cc(-c2cccs2)nc2ccccc12 (configuration not stated)	0%	-11%
COC(=O)c1ccc(NC(=O)CCc2c(C)nc3c(c(C)nn3C(C)(C)C)c2C)cc1	-9%	-2%
CCCn1c(=O)[nH]c(=O)c2c1nc(-c1ccc(OCC#N)c(OC)c1)n2CCN1CCOCC1	6%	7%

# Source: PubChem BioAssay (National Center for Advancing Translational Sciences (NCATS))
